High-throughput results deposited in PubChem by several laboratories.
GLD-1 RNA inh: GLD-1/TGE RNA complex disruptors, primary screen, biochemical, fluorescence polarization; hit rate 0.44% among 320,000; purified GLD-1 + fluorescein TGE RNA; Female germline-specific tumor suppressor gld-1 (Caenorhabditis elegans), Q17339; inhibition, % at 5.96 µM;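 active = percent inhibition above a per-plate cutoff, the plate mean of test compounds plus 3 SD, cut at about 30% in these data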;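 note: 0% = DMSO wells with GLD-1 and probe and 100% = wells lacking GLD-1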
Target sequence (Q17339 whole entry, looked up): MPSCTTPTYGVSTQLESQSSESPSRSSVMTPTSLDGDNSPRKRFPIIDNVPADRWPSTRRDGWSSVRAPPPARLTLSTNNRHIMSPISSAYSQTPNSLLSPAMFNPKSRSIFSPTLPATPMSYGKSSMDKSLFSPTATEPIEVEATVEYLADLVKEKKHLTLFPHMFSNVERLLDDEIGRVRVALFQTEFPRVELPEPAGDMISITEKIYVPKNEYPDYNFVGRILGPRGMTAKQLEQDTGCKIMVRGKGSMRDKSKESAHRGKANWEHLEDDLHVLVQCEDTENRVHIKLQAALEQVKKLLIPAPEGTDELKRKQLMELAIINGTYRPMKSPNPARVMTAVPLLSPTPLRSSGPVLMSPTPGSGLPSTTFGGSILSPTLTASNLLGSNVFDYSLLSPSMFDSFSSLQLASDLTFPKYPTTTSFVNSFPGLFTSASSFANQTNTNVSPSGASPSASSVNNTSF
MEX-5 binding: MEX-5 zinc finger RNA-binding disruptors – biochemical, C. elegans, fluorescence polarization, MLPCN library, primary screen; hit rate 0.38% among 300,000; Zinc finger protein mex-5 (Caenorhabditis elegans), Q9XUB2; AID 1832, 2009; MEX-5/FITC-TCR2 RNA binding; hits give low values; activity score (negative = inhibition of binding), % at 10 µM;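 active = inhibition past about -25% in most replicates, and total fluorescence under double the plate's negative control median, limit read from the data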;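 note: 0% = DMSO and -100% = 5 µM competing unlabeled TCR2 RNA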
BCLXL inh: inhibitors of human Bcl-xL, primary screen, biochemical, fluorescence polarization, HTS | hit rate 0.7% among 320,000 | inhibition, % at 10.9 µM | GST-Bcl-xL / FITC-Bim BH3 peptide fluorescence polarization | Bcl-2-like protein 1 (Homo sapiens), Q07817;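 active = inhibition above the mean of all tested compounds plus 3 SD, cutoff set per campaign, cut at about 30% in these data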;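 note: 0% = DMSO wells and 100% = unlabeled Bim-BH3 peptide competitor; inhibitors lower millipolarization by displacing the labeled peptide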
Target sequence (Q07817 whole entry, looked up): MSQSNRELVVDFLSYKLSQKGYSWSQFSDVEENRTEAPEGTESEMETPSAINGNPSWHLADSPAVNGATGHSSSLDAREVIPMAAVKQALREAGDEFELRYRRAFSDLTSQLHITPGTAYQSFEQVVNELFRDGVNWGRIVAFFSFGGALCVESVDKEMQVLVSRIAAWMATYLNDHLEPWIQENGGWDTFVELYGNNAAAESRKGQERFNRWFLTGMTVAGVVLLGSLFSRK
VLA-4 inh: inhibition in human VLA-4 binding assay, primary screen, VLA-4 allosteric modulator project, MLPCN library, flow cytometry, VLA-4 expressing cells. Integrin alpha-4 (Homo sapiens), P13612. inhibition, % (about 7 µM as worked out from the volumes in the protocol). ligand binding flow cytometry. AID 2557, 2010. hit rate 0.2% among 330,000; in the data active = inhibition above about 50%
CIT2-GFP yeast: modulators of CIT2-GFP expression in yeast, primary screen, S. cerevisiae, GFP fusion, multiplex flow cytometry, MLPCN library; S. cerevisiae CIT2-GFP strain, 3 h; 100 means same as DMSO wells; hit rate 0.065% among 320,000; GFP response vs DMSO, % at 10 µM;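 active = GFP response relative to DMSO above a set limit, near the screen mean plus 3 SD, cut at about 150% in these data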;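 note: ratio of well median GFP fluorescence to mean of DMSO wells on the plate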
MCL1-BIM inh: inhibitors of MCL1 binding to BIM-BH3, primary screen, biochemical, fluorescence polarization; hit rate 0.68% among 320,000; GST-MCL1 / FITC-Bim-BH3 fluorescence polarization; inhibition, % at 10.9 µM;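 active = inhibition above the mean inhibition of all tested compounds plus 3 SD, set per campaign, cut at about 40% in these data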;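 note: 0% = DMSO wells and 100% = unlabeled Bim-BH3 peptide control; higher means more loss of mP so more displacement of Bim peptide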
Target sequence (Q07820 whole entry, looked up): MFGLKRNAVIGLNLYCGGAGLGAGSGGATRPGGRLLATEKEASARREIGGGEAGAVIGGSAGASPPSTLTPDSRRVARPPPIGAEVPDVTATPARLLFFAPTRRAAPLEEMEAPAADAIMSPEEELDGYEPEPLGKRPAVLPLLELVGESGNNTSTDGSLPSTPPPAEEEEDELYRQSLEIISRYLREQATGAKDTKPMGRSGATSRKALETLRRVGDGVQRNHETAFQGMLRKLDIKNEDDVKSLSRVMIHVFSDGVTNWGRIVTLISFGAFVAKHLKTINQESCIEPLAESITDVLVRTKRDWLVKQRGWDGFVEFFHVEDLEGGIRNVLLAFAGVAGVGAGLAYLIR
CR mimetic SO: reduction of superoxide in aged yeast, primary screen, HTS | superoxide response (% of plate mean), % at 10 µM | hit rate 0.18% among 330,000 | S. cerevisiae aged cells, superoxide DHE fluorescence; hits give low values | AID 2690, 2010;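 active = superoxide response under a set limit, about three screen SD below normal, cut at about 65% in these data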;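 note: yeast aged for seven days with compound at 30 °C before DHE staining; 100% = average MFI of all compound-treated wells on the plate with controls excluded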
AGP1 TOR yeast: modulators of AGP1-GFP expression in yeast TOR pathway, primary screen, cell-based, multiplex flow cytometry, S. cerevisiae, MLPCN library. 3 h; GFP as percent of DMSO wells. GFP response vs DMSO, % at 10 µM. hit rate 0.02% among 320,000;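 active = GFP response relative to DMSO above a set limit, near screen average plus 3 SD, cut at about 150% in these data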;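 note: median GFP channel fluorescence of the gated AGP1 strain per well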
GRK2 inh: compounds blocking aptamer binding on GRK2 – biochemical, human GRK2, bead flow cytometry, HTS, primary screen. Beta-adrenergic receptor kinase 1 (Homo sapiens), P25098. FAM-aptamer displacement from GRK2. inhibition of aptamer binding, % at 10 µM. hit rate 0.59% among 330,000;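 active = inhibition of aptamer binding above 40%, roughly 3 SD of noise, on plates passing a quality check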;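 note: median bead fluorescence of bound FAM aptamer so fluorescent compounds give negative values; no value below 0 was filed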
* hit, by the source's call; i = inactive; . = not tested or not shown; & = joins results of further samples.

structure	GLD-1 RNA inh	MEX-5 binding	BCLXL inh	VLA-4 inh	CIT2-GFP yeast	MCL1-BIM inh	CR mimetic SO	AGP1 TOR yeast	GRK2 inh
O=C(Cc1ccccc1)NC1CCN(Cc2ccccc2)CC1	-3	-0.5	4	-11	101	1	110	99	0
CC1(C)NC(=O)NC2(C)NC(=O)NC(C)(C)C12 (centres undefined)	-12	-1.7	4	3	93	-1	97	94	0
Cc1ccc(SCC(=O)OC(C)C(=O)NCc2ccccc2)cc1 (centres undefined)	2	-2.1	0	1	91	15	106	108	1
CCN(CC)S(=O)(=O)c1ccc(C(=O)Nc2nnc(CSC)o2)cc1	4	1.1	5	3	104	9	98	110	0
COc1cccc(NC(=O)CCNS(=O)(=O)c2ccc3c(c2)oc(=O)n3C)c1	2	1.3	-2	7	92	-7	85	98	2
O=C1CN(C(=O)CNC(=O)c2cccc(Cl)c2)c2ccccc2N1	9	2.4	-2	1	102	1	101	107	3
N#Cc1ccccc1OCC(=O)N(Cc1nnc(-c2ccccc2Cl)o1)C1CC1	1	0.5	0	-7	103	-6	99	112	4
CCc1ccccc1NC(=S)N(CCN1CCOCC1)Cc1ccccc1F	9	1.5	-1	11	104	-4	89	109	1
Cc1noc(C)c1CSCC(=O)Nc1nc2ccccc2s1	-5	-3.7	-1	6	99	-16	103	99	0
COc1ccc(C)cc1NS(=O)(=O)c1ccc(Br)s1	7	0.8	1	0	104	1	117	86	1
Cc1ccc2c(c1)nnn2C1CCN(C(=O)NCc2ccccc2)CC1	-1	0.7	0	12	92	-10	116	102	0
Cc1ccc(C(=O)O/N=C(\N)c2ccccn2)cc1Cl	-5	-3.3	3	5	89	2	99	76	0
COc1ccc(CNC(=O)CN2C(=O)C(c3ccccc3)Oc3cccnc32)cc1 (centres undefined)	3	0.0	1	8	93	-1	108	99	5
CC(Sc1ccccc1)C(=O)NN=C1CCCC1 (centres undefined)	5	-1.3	7	22	101	1	94	100	0
CCOC(=O)CCC(=O)NNC(=O)COc1ccc(C(C)C)cc1Br	-3	-0.7	1	7	82	-2	95	82	6
CCCCOc1ccc(S(=O)(=O)n2c(C)nc3ccccc32)cc1	-2	-1.1	5	-7	94	3	98	102	1
Cc1cc2c(C)c(C)c(=O)[nH]c2cc1N	-16	-1.2	5	-36	102	5	140	100	0
O=C1C2C3c4ccccc4C(c4ccccc43)C2C(=O)N1c1nc(-c2ccccc2)cs1 (centres undefined)	8	2.1	1	6	79	16	85	86	2
Cc1ccc(-c2ncns2)cc1	1	2.8	5	23	108	7	99	115	0
O=C(CSc1nnc(Cc2ccccc2)o1)c1ccccc1	-1	2.6	2	9	91	-1	81	94	2
Cc1ccc(-c2nc3ccccc3[nH]2)cc1NC(=O)c1ccc2c(c1)OCO2	-5	1.8	-2	-3	90	0	102	99	2
O=C(CN1CCC(Cc2ccccc2)CC1)N1CCc2ccccc2C1	8	-0.9	5	3	93	1	89	100	0
Cc1ccc(-c2noc(CCCC(=O)NCC3CCCO3)n2)cc1 (centres undefined)	19	2.9	5	-6	108	5	85	105	0
Cc1cccc(C(C)C)c1NC(=O)c1cc2ccccc2o1	6	0.9	0	5	101	2	100	96	0
CCOC(=O)Cc1ccc(NC(=O)c2ccc([N+](=O)[O-])cc2)cc1	1	1.6	3	12	109	-3	103	106	1
O=C1c2sc3nc4ccccc4n3c2C(=O)N1c1ccccc1Cl	-2	-6.9	4	30	84	3	75	81	2
COCCCNC(=O)c1cc(C(=O)c2c(-c3c(Cl)cccc3Cl)noc2C)c[nH]1	-2	-4.6	1	2	91	-5	101	100	2
Cc1ccc(OCC(=O)NCc2ccccn2)cc1	1	-0.7	5	-3	101	1	104	103	0
COc1cccc(OC)c1OCCCc1c(C)n[nH]c1C	10	-0.3	3	4	97	3	98	99	0
Cc1ccc(-c2noc(CCC(=O)NCCN3CCOCC3)n2)cc1	2	-1.4	0	9	97	-1	96	100	1
Cc1nc2ccccn2c1C(=O)N/N=C/c1ccccc1Cl	5	-0.4	1	15	108	-4	139	104	0
CC(=O)Nc1cc(N2C(=O)CCC2=O)ccc1Cl	4	0.1	5	.	102	6	112	103	4
O=C(O)c1cc2cccc(S(=O)(=O)N3CCOCC3)c2cc1O	6	-3.3	4	6	89	1	101	97	5
CCC(C(=O)N(C(C)C)C(C)C)c1ccccc1 (centres undefined)	4	.	5	-1	107	4	93	102	0
O=C1CSc2ccc(S(=O)(=O)NCc3ccc(Cl)cc3)cc2N1	4	-1.1	3	11	95	2	89	93	2
COC(=O)c1sc(NC(=S)NC(=O)c2ccccc2F)nc1C	0	0.4	5	2	92	8	95	.	1
COc1ccc2nc(NC(=O)CSc3nc4ccccc4o3)sc2c1	-5	-1.8	-9	0	102	-2	91	100	1
CCOC(=O)c1ccc(Oc2nc(NC)nc(SC)n2)cc1	-1	-0.7	3	9	96	5	108	98	0
COc1cc(C(=O)N/C(=C\c2cn(S(=O)(=O)N(C)C)c3ccccc23)C(=O)N2CCCC2)cc(OC)c1OC	3	0.8	5	9	100	6	93	102	0
CC(C)N1C(=O)CCC1C(=O)NCCc1ccc(Cl)cc1 (centres undefined)	6	-2.4	2	1	104	1	85	107	0
CCCCCNC(=O)c1cc(S(=O)(=O)N2CCCC2)ccc1F	1	-2.2	0	9	102	-6	108	102	2
CC(=O)n1cc([C@H]2C=C(C(=O)N3CCN(Cc4ccc5c(c4)OCO5)CC3)O[C@@H](OCCCCO)C2)c2ccccc21	2	0.2	2	-3	108	10	98	87	2
Cc1cc(C)cc(NC(=S)N(Cc2ccc(Cl)cc2)Cc2ccc(C(=O)O)cc2)c1	7	1.1	4	1	97	8	124	87	1
Cc1c(C)n(CCN(C)C)c2ncnc(NCc3ccccc3)c12	-4	3.4	4	-4	109	5	95	101	0
COCCn1c(SCC(=O)Nc2cccc(OC)c2)nc2c(oc3ccccc32)c1=O	-3	-2.3	3	-8	108	0	116	105	0
CC(OC(=O)Cn1cnc2c1c(=O)n(C)c(=O)n2C)C(=O)NC1CCCCC1C (centres undefined)	7	1.5	5	7	97	-2	102	102	1
CC1CNCCN1S(=O)(=O)c1cccc2cnccc12 (centres undefined)	4&5	2.0&-3.2	2&12	-2&-15	83&96	10&3	89&99	87&90	0&0
CCN(Cc1ccccc1)C(=O)CC(=O)N(CC)Cc1ccccc1	-1	-1.1	0	14	103	-1	87	105	2
N#Cc1ccc(-c2ccccc2)nc1SCCN1CCOCC1	-3	-0.9	3	1	103	5	95	108	0
COCC(=O)Oc1c(S(=O)(=O)c2ccccc2)c(C)nn1C(C)(C)C	4	-0.9	5	-10	92	10	84	94	0
CC(C)(C)c1nc(SCC(=O)NCc2ccco2)c2ccccc2n1	3	0.2	6	-25	97	7	97	114	4
O=C(OCc1ccccc1)/C(=C/c1cccc2ccccc12)NC(=O)c1ccccc1	0	-1.1	6	-1	107	-1	109	104	3
O=C(Cc1cccc2ccccc12)NCC(=O)Nc1ccccc1F	1	-0.6	1	-5	111	2	98	102	0
COc1ccc(NC(=S)N2CCC(N(C)CC3CCCO3)CC2)cc1 (centres undefined)	1	-0.6	3	15	98	7	104	72	0
Cc1ccccc1NC(=S)NNC(=O)c1ccncc1	-2	3.0	1	14	89	5	94	95	1
COc1ccc(F)cc1C(=O)C1CCCN(Cc2ccc(Oc3ncccn3)cc2)C1 (centres undefined)	-2	-1.5	4	11	91	4	88	102	3
NC(=S)N/N=C/c1c[nH]c2ccc(OCc3ccccc3)cc12	-5	4.3	8	6	117	15	101	108	0
COC(=O)C1CCN(C(=O)Cn2nnc(-c3cccc(F)c3)n2)CC1	3	-3.2	7	-2	98	8	115	95	0
Cc1cc(NS(=O)(=O)c2ccc(NC(=O)C(C)Oc3cc(C)c(Cl)c(C)c3)cc2)no1 (centres undefined)	6	-0.9	3	-21	93	1	119	97	1
Cc1ccc(-n2c(CCC(=O)O)ccc2-c2cccs2)cc1C	-6	2.2	5	6	103	-2	114	100	1

Next part.
structure	GLD-1 RNA inh	MEX-5 binding	BCLXL inh	VLA-4 inh	CIT2-GFP yeast	MCL1-BIM inh	CR mimetic SO	AGP1 TOR yeast	GRK2 inh
Cc1cc(=O)oc2c3c(cc(OCC(=O)NCCC(=O)O)c12)OC(C)(C)CC3	.	-0.3	.	8	102	.	105	103	1
Cc1ccc(S(=O)(=O)NN2C(=O)/C(=C\c3ccc(Cl)cc3)SC2=S)cc1	2	1.7	8	0	109	12	100	97	4
CCCCN(C)C(=O)c1ccc2c(c1)S(=O)(=O)c1ccccc1C2=O	-9	4.1	2	13	99	4	86	102	0
CCOc1ccc(CCNC(=O)c2cccc(N3CCCC3=O)c2)cc1OCC	4	0.9	5	3	96	7	93	100	1
O=C1CCCN1c1ccc(S(=O)(=O)N2CCC(c3ccccc3)CC2)cc1	7	-1.1	4	0	115	5	85	104	0
Cc1ccc(-n2nnnc2SCC(=O)N2Cc3ccccc3CC2C(=O)O)cc1 (centres undefined)	3	0.4	-2	25	112	-3	102	112	0
COc1ccc([N+](=O)[O-])cc1NC1CCN(C(=O)c2cccs2)CC1	0	0.3	9	-2	92	8	118	103	1
CCN1C(=O)[C@H]2[C@@H](c3ccc(-c4ccc(OC)cc4)c(OC)c3)N[C@@](CC(C)C)(C(=O)OC)[C@H]2C1=O	-2	.	.	0	105	.	107	114	6
COc1ccccc1NS(=O)(=O)c1ccc(O)c(NC(=S)NCC2CCCO2)c1 (centres undefined)	-4	-1.2	10	-1	96	8	95	101	0
CCN(CC)CCCNC(=O)/C=C/C(=O)O	2	0.0	4	18	107	9	81	104	0
O=S(=O)(NCCn1ccc2ccccc21)c1ccccc1	13	1.3	3	0	102	4	65*	100	0
COc1ccccc1-c1c(C)nn2c(NCCN3CCCC3)cc(C)nc12	4	0.0	5	-21	99	11	86	105	0
COc1cccc(OCC(O)CN2CCN(c3ccccn3)CC2)c1 (centres undefined)	2	2.1	6	6	97	6	107	100	2
Cc1ccccc1SCC(=O)NNC(=O)c1ccccc1O	4	-4.3	9	4	.	14	85	92	0
O=C(Nc1ccc(S(=O)(=O)Nc2nccs2)cc1)c1ccc(F)cc1	3	0.3	0	-1	100	-4	90	100	2
CSc1nsc(NC(=O)CCNC(=O)c2ccc([N+](=O)[O-])cc2)n1	0	-2.6	6	i	91	0	110	99	0
COc1cccc(/C=c2\s/c(=C\C(=O)C(C)(C)C)[nH]c2=O)c1	-4	1.9	-1	6	89	-2	105	95	0
